# Bioassay records from PubChem BioAssay.
# N370S GC: qHTS Assay for Inhibitors and Activators of N370S glucocerebrosidase as a Potential Chaperone Treatment of Gaucher Disease | Lysosomal acid glucosylceramidase (Homo sapiens), P04062 | N370S GC spleen homogenate, 4MU-glucoside fluorescence | Potency, µM (highest dose often 59.4 µM), for the others: at the highest dose activity change, negative = inhibition, hits mostly inhibitors | hit rate 0.092% among 330,000 | AID 2101, 2009;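 further: 0% = full enzyme activity and -100% = no enzyme basal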
# FEN1 inhibitor: qHTS Assay for the Inhibitors of Human Flap endonuclease 1 (FEN1); Recombinant FEN1 flap cleavage, fluorescence, 15 min; Potency, µM (top dose mostly 114 µM), for inactives: top-dose activity change, negative = inhibition, most hits filed as inhibitors; hit rate 0.35% among 390,000; AID 588795, 2011; further: nearly all actives have a fitted effect of over 65% in size
# Target sequence (P39748 whole entry, looked up): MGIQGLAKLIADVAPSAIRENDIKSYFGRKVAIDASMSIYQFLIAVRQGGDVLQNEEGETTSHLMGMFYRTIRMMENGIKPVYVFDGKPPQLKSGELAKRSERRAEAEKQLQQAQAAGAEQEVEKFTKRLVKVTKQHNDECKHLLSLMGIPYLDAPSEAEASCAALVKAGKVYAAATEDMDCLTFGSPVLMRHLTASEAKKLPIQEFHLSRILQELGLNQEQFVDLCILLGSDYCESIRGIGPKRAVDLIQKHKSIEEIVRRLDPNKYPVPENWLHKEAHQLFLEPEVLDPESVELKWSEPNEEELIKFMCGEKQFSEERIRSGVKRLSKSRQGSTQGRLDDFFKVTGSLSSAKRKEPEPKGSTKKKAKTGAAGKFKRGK
#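 Enzyme 10 nM, 15 min RT preincubation with compound; start with substrate 50 nM final; reads at 0 and 15 min; qHTS titration, four-parameter Hill fit.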
# TDP1 block: qHTS Assay for Inhibitors of Tyrosyl-DNA Phosphodiesterase (TDP1). Tyrosyl-DNA phosphodiesterase 1 (Homo sapiens), Q9NUW8. recombinant TDP1, AlphaScreen DNA substrate cleavage. hit rate 0.28% among 350,000. AID 485290, 2010. Potency, µM (series often up to 130 µM), without a hit: at the top dose activity change, negative = inhibition, actives largely listed as inhibitors; further: nearly all actives have a fitted effect of over 40% in size
# Target sequence (Q9NUW8 whole entry, looked up): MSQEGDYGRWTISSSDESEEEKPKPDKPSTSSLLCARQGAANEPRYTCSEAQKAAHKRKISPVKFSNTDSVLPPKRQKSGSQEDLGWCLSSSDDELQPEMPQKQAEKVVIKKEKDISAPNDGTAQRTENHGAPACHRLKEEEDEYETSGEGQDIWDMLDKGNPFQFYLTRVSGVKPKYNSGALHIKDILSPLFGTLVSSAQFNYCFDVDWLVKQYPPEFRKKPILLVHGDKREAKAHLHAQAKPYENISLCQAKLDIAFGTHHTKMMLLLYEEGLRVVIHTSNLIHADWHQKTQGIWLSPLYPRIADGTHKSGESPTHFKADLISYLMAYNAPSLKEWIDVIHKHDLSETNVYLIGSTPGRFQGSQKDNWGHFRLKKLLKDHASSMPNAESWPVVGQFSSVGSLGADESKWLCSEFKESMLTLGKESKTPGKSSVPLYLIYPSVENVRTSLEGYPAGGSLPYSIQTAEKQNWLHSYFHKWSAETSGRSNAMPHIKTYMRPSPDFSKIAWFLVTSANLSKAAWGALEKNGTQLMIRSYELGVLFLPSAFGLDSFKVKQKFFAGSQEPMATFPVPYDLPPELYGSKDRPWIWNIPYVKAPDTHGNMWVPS
#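 Enzyme-compound mixtures sat 15 min at room temperature, followed by a 5 min reaction with 15 nM final substrate and 10 min with AlphaScreen beads. Recombinant human Tdp1 was used at 1 nM final.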
# The depositor's hits bear a star; ? = inconclusive; · = no result given; [ ] = another dose, or the depositor's remark. The call rests on the fitted dose curve; in most records, active means well fitted curve in the direction sought with a large enough effect; inconclusive means small, poorly fitted or top-dose-only effect, or another doubt; inactive means no such curve, though single readings can be large; an effect the other way counts as inactive or inconclusive. Unless noted, on the % scale 0 is the no-effect control and ±100 the full control effect; potency means the concentration at half of the fitted maximal effect.
SMILES,N370S GC,FEN1 inhibitor,TDP1 block
O=C(COc1ccccc1)NCC(=O)N/N=C/c1ccccc1,6%,12%,6%
COc1c(/C=N/NC(N)=S)c(C)nn1-c1ccccc1,-3%,-4%,7%
COc1ccc(N2CCN(c3oc(Cc4ccccc4)nc3C#N)CC2)cc1,2%,-21%,8%
O=C(COC(=O)/C=C/c1ccc(S(=O)(=O)N2CCOCC2)cc1)Nc1ccc(F)c(F)c1F,·,2%,-1%
CNC(=O)c1cc(NC(=O)CCn2nc(-c3ccccc3)c3ccccc3c2=O)ccc1OC,4%,-1%,0%
CCC(=O)Nc1nnc(S(=O)(=O)N(C)Cc2ccccc2)s1,·,-3%,4%
COCCn1cnnc1SCC(=O)Nc1cccc(S(=O)(=O)N(C)c2ccccc2)c1,-5%,-5%,1%
CC(C)(C)n1nnnc1C(c1cccc(C(F)(F)F)c1)N1CCOCC1 (configuration not stated),1%,1%,3%
Cc1occc1-c1nnc(SCC(=O)NC2CC2)n1C,-8%,19%,3%
CCCc1nnc(NC(=O)Nc2ccccc2Cl)s1,·,-7%,2%
CC(=O)Nc1cccc(C(=O)NNC(=O)c2n[nH]c(=O)c3ccccc23)c1,·,-13%,-2%
CCC(C)C(NC(=O)C1CCC(C)CC1)C(=O)NCc1cccnc1 (configuration not stated),3%,-13%,-2%
COc1ccc(C(C(=O)NC2CCCC2)N(Cc2ccccc2)C(=O)c2snc(C(N)=O)c2N)cc1OC (configuration not stated),?,-21%,·
Cc1cccc(N2N=C(C(=O)Nc3nc(C)cs3)CCC2=O)c1,-13%,-1%,-1%
Cc1ccc(/C=C(\C#N)C(=O)Nc2cc(C)ccc2C)cc1,·,16%,6%
CCOc1cc2[nH]c(=S)n(CC3CCCN3CC)c(=O)c2cc1OCC (configuration not stated),2%,-13%,2%
Cc1ccc(S(=O)(=O)Nc2cc(Cl)ccc2-n2cncn2)cc1,·,-1%,0%
C=CC[C@@H](CC(=O)NCCO)C(=O)N[C@H](COC(=O)[C@@H](CC=C)Cc1ccc(F)cc1)Cc1c[nH]c2ccccc12,·,3%,7%
Cc1cccc(Nc2nc(C)nc3c2oc2ccccc23)c1,?,?,·
CN(C)CC(C)(C)CNC(=S)NCc1ccc2c(c1)OCO2,-1%,4%,·
Cc1cc(C(=O)Cn2nnc(-c3ccc(Cl)cc3)n2)c(C)n1CC1CCCO1 (configuration not stated),?,0%,0%
O=C(CN1CCOCC1)NNc1nc(-c2ccccc2)c2cc(Br)ccc2n1,-10%,10%,11%
c1ccc(COc2cccc(CN3CCN(c4ccccn4)CC3)c2)cc1,?,-27%,2%
CCC(=O)c1c[nH]c(C(=O)N2CCN(c3ccccc3)CC2)c1,8%,7%,5%
C=CCn1c(N2CCCC2)nc2c1c(=O)[nH]c(=O)n2C,0%,-8%,0%

# An excerpt from above in order of their number in TDP1 block, low to high.
molecule	TDP1 block
Cc1ccc(S(=O)(=O)Nc2cc(Cl)ccc2-n2cncn2)cc1	0%
COCCn1cnnc1SCC(=O)Nc1cccc(S(=O)(=O)N(C)c2ccccc2)c1	1%
CCOc1cc2[nH]c(=S)n(CC3CCCN3CC)c(=O)c2cc1OCC (configuration not stated)	2%
CCC(=O)Nc1nnc(S(=O)(=O)N(C)Cc2ccccc2)s1	4%
O=C(CN1CCOCC1)NNc1nc(-c2ccccc2)c2cc(Br)ccc2n1	11%

# Ordered by SMILES length (low to high): some entries from above.
SMILES,N370S GC,FEN1 inhibitor,TDP1 block
CCCc1nnc(NC(=O)Nc2ccccc2Cl)s1,·,-7%,2%
CN(C)CC(C)(C)CNC(=S)NCc1ccc2c(c1)OCO2,-1%,4%,·
Cc1cccc(N2N=C(C(=O)Nc3nc(C)cs3)CCC2=O)c1,-13%,-1%,-1%
CCOc1cc2[nH]c(=S)n(CC3CCCN3CC)c(=O)c2cc1OCC (configuration not stated),2%,-13%,2%
CC(C)(C)n1nnnc1C(c1cccc(C(F)(F)F)c1)N1CCOCC1 (configuration not stated),1%,1%,3%
CNC(=O)c1cc(NC(=O)CCn2nc(-c3ccccc3)c3ccccc3c2=O)ccc1OC,4%,-1%,0%
O=C(COC(=O)/C=C/c1ccc(S(=O)(=O)N2CCOCC2)cc1)Nc1ccc(F)c(F)c1F,·,2%,-1%

# Next compounds follow.
SMILES,N370S GC,FEN1 inhibitor,TDP1 block
CC(=O)c1cccc(NC(=O)c2cnccn2)c1,1%,23%,·
CSc1cccc(-n2nnc(-c3nsc(NC(=O)c4cccs4)n3)c2C)c1,·,8%,3%
CCC(=NCCc1ccccc1)C1=C(O)CCC1=O,-11%,1%,6%
C=CCn1c(CNS(=O)(=O)c2ccc(Br)cc2)nnc1SC,-5%,-2%,3%
Cc1noc(C)c1CN(C(=S)NC(C)C)c1ccccc1,9%,-3%,0%
CC(C)C[C@@H](CC(=O)N[C@@H](CCCN)CC(=O)N[C@@H]1CCCC[C@H]1C(=O)N[C@H](CC(=O)N[C@@H](CCC(=O)O)CC(=O)O)CC(C)C)NC(=O)[C@@H]1CCCC[C@H]1N,-14%,·,5%
COc1ccc(OC)c(C2SCCN2S(C)(=O)=O)c1 (configuration not stated),-6%,-3%,-1%
CCOC(=O)c1cc2c(=O)n3cccc(C)c3nc2n(CC(C)C)c1=NC(=O)c1ccco1,8%,15%,-3%
O=C1C2C(c3ccccc3)C=CC(c3ccccc3)C2C(=O)N1c1cccnc1 (configuration not stated),6%,-11%,5%
O=C(CN1C(=O)c2ccccc2C1=O)Nc1ccc(S(=O)(=O)N2CCOCC2)cc1,-3%,-8%,·
COC(=O)c1cc2oc3ccccc3c2n1Cc1cccc(C)c1,·,9%,-7%
CCOC(=O)c1c(-c2ccccc2)csc1NC(=O)CSc1nc(N)cc(N)n1,15%,-28%,0%
c1ccc2c(c1)oc1c(Nc3ccc4c(c3)OCCO4)ncnc12,?,-3%,1%
O=C(NCC1CCCO1)c1ccc(NS(=O)(=O)c2ccccc2)cc1 (configuration not stated),-5%,9%,1%
Cc1ccc(C(=O)N/C(=C\c2ccccc2)C(=O)NCc2cccnc2)cc1,4%,7%,-3%
C(=N\n1cnnc1)/c1cccn1-c1ccccc1,-1%,-3%,-3%
O=C(Nc1ccc(F)c(Cl)c1)N1CCCC1,-3%,-1%,·
Cc1cc(C2=NNC(=NC3CC3)SC2)c(C)n1-c1ccccc1,-9%,10%,8%
COC(=O)C1=C(C(=O)OC)[C@@H]2N(C)c3ccccc3[C@@]23C[C@@H](C(=O)OC)N(C(=O)C2CCC2)C3=N1,-4%[12.8 µM],4%,5%[21 µM]
COc1ccc(-n2nc(C(=O)N3CCCC(C)C3)c3c4ccccc4n(C)c3c2=O)cc1 (configuration not stated),·,1%,2%
Clc1ccc(C2CSc3c4ncnc-4ncn32)cc1 (configuration not stated),12%,-17%,0%
COC(=O)C1=C[C@@H](C(=O)OC)[C@H]2C3=C(C(=O)[C@@]2(C)NC(=O)c2ccccc2)[C@H](C)C(C(=O)OC)=C(C(=O)OC)[C@@H]3C1,8%,-13%,5%
O=C(COC(=O)COc1ccccc1)NCCc1ccccc1,-12%,1%,1%
CN(C)/C=C(\C#N)C(=O)c1cccnc1Oc1cccc(F)c1,-7%,0%,6%
CCn1cc2c(n1)-c1c(oc(C(=O)Nc3cccc(C)c3C)c1C)CC2,·,0%,1%
# Additional records follow.
SMILES,N370S GC,FEN1 inhibitor,TDP1 block
O=C(CSc1nnc(Nc2ccccc2)s1)NCC1CCCO1 (configuration not stated),·,-5%,1%
Clc1cccc(-c2nn3c(-c4ccncc4)nnc3s2)c1,10%,·,4%
CCOC(=O)/C(=N\Nc1ccc(Cl)cc1)Sc1nnc(-c2ccc(OC)cc2)n1C,2%,-4%,0%
Cc1nc(C)c(CCNC(=O)c2ccccc2Br)s1,-6%,0%,-3%
O=C(Nc1ccccn1)c1ccc(Cl)c(S(=O)(=O)N2CCOCC2)c1,-2%,-2%,1%
CC(=O)NCCN=Cc1sc2ccccc2c1O,·,36%[activator],-1%
O=C(Cc1ccc([N+](=O)[O-])cc1)NCc1cccnc1,1%,11%,·
CCN(CC)S(=O)(=O)c1cc(C(=O)OCC(=O)NC2CCCc3ccccc32)ccc1C (configuration not stated),1%,13%,4%
CC[C@H](C)[C@H](NC(=O)[C@@H]1CCCN1C(=O)[C@H](Cc1cnc[nH]1)NC(=O)[C@@H](NC(=O)[C@H](Cc1ccc(O)cc1)NC(=O)[C@@H](NC(=O)[C@H](CCCN=C(N)N)NC(=O)CNC)C(C)C)[C@@H](C)CC)C(=O)O,-2%,·,10%
Cc1ccc(C(=O)N2N=C3c4ccccc4S(=O)(=O)N3[C@H]2N(C)C)cc1,-10%,1%,3%
Cc1ccc(S(=O)(=O)N(C)C)cc1NC(=S)NCCc1ccccn1,1%,4%,3%
CC1CCN(S(=O)(=O)c2cc(C(=O)NC3(C)CCS(=O)(=O)C3)ccc2Br)CC1 (configuration not stated),·,16%,1%
COc1ccc(S(=O)(=O)N2CCC(C(=O)NC3CCCCC3)CC2)cc1OC,-3%,4%,·
O=C(Cc1ccc(Br)cc1)Nc1ccc(S(=O)(=O)Nc2ncccn2)cc1,-5%,7%,4%
CCCCc1c2ccccc2nc2[nH]c3ccccc3c12,21%,·,1%
CCCCS(=O)(=O)N1CCCC(C(=O)Oc2ccccc2)C1 (configuration not stated),-2%,25%,·
O=C(NCCN1CCOCC1)c1ccc(NS(=O)(=O)c2cccc([N+](=O)[O-])c2)cc1,?,5%,9%[0.505 µM]
CC(C)Oc1ccc(-c2cc(=O)[nH]c(=O)[nH]2)cc1,1%,6%,3%
Cc1ccc(NS(=O)(=O)c2ccc3c(c2)NC(=O)C(C)C(=O)N3)cc1C (configuration not stated),-5%,19%,·
Cc1sc(N)nc1-c1c(C)n(C)c2ccccc12,4%,-2%,·
COc1cc(S(C)=O)ccc1-c1nc2ncccc2[nH]1 (configuration not stated),4%,2%,5%
COc1ccc(N2C(=O)CSC23CCCCC3)cc1,8%,5%,5%
CC1Oc2ccccc2N(CC(=O)N(Cc2ccccc2)Cc2ccccn2)C1=O (configuration not stated),-4%,-14%,3%
COCc1cc(=O)[nH]c(Sc2c(-c3ccccc3)c3ccc(Cl)cc3[nH]c2=O)n1,-8%,24%,5%
O=C(CCCCn1c(=O)[nH]c2ccccc2c1=O)NC1CCN(Cc2ccccc2)CC1,-1%,-10%,8%
OCC1(CC2CCCCO2)CCN(C/C=C/c2ccccc2)CC1 (configuration not stated),5%,-2%,-11%
CC(C)(CCl)C(=O)Nc1ccnc(-c2ccncc2)n1,10%,0%,5%
COc1ccc(Nc2ccc(N3C(=O)CCC3=O)cc2[N+](=O)[O-])cn1,-15%,-3%,-1%
COc1ccc(N(CC(=O)Nc2ccccc2C(N)=O)S(=O)(=O)c2ccc(C)c([N+](=O)[O-])c2)cc1,2%,4%,5%
Cc1[nH]n(-c2ccc([N+](=O)[O-])cc2)c(=O)c1C=NCCN1CCN(C(=O)c2ccc(Br)cc2)CC1,0%,-5%,5%

# Record cards, from the list above:
# O=C(Cc1ccc(Br)cc1)Nc1ccc(S(=O)(=O)Nc2ncccn2)cc1 is listed as N370S GC = -5%; FEN1 inhibitor = 7%; TDP1 block = 4%
# Cc1nc(C)c(CCNC(=O)c2ccccc2Br)s1 is listed as N370S GC = -6%; FEN1 inhibitor = 0%; TDP1 block = -3%
